GPT2 inhibitor – Primary qHTS assay for inhibitors of Glutamate pyruvate transaminase 2 (GPT2). Recombinant GPT2, coupled pyruvate oxidase/HRP Amplex Red fluorescence. Potency, µM (highest dose often 57.7 µM), inactives show at the top dose activity change, negative = inhibition, most hits filed as inhibitors. actives 0.25% (n = 100,000). AID 1671188, 2021; also: potency is read from the fitted curve at half-maximal effect; nearly all actives have a fitted effect of over 60% in size; many of its hits are not listed in these tables
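Recombinant GPT2 (10ng/uL) with 250uM a-KG and 2mM L-alanine, 30 min at room temperature, in HEPES pH 7.5 buffer. Pyruvate detected by pyruvate oxidase/HRP/Amplex Red fluorescence after 30 min in the dark; AOA (50uM) as positive control.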
FLuc inh – Firefly luciferase inhibition profiling of diverse chemical library using quantitative high-throughput screening. Luciferin 4-monooxygenase (Photinus pyralis), P08659. purified P. pyralis luciferase, luminescence, biochemical. Potency, µM (doses to about 115 µM), without a hit: at the highest dose activity change, negative = inhibition, actives largely listed as inhibitors. actives 2.5% (n = 76,000); also: potency is read from the fitted curve at half-maximal effect; nearly all actives have a fitted effect of over 65% in size
Target sequence (P08659 whole entry, looked up): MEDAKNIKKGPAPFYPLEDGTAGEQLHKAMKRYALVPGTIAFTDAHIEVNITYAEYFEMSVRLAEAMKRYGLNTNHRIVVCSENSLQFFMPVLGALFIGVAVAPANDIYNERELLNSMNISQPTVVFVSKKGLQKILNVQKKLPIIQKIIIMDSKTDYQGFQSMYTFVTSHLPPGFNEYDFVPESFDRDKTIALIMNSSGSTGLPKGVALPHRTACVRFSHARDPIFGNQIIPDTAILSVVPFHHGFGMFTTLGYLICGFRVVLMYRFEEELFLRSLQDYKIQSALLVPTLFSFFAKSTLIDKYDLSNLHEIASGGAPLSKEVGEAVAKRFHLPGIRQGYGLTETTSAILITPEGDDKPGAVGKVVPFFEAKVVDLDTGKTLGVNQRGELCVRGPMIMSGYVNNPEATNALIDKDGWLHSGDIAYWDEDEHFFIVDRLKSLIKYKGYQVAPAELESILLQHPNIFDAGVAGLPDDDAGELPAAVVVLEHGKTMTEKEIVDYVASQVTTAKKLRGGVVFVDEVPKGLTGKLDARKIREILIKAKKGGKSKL
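Biochemical qHTS: compound (6-point titration) added to 10uM D-luciferin plus 10uM ATP in Tris acetate pH 7.5 buffer with Mg, Tween-20 and BSA, then purified enzyme at 10nM; light output imaged.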
IP6K1 inhibitor – Primary qHTS assay for small molecule inhibitors of Inositol hexaphosphate kinase 1 (IP6K1). actives 0.81% (n = 140,000). AID 1645851, 2021. activity change, % (series mostly up to about 58 µM). Inositol hexakisphosphate kinase 1 (Homo sapiens), Q92551. IP6K1 kinase, ADP-Glo luminescence, 2 h; stronger effect = lower value; in the data active = activity change below about -25%
Target sequence (Q92551 whole entry, looked up): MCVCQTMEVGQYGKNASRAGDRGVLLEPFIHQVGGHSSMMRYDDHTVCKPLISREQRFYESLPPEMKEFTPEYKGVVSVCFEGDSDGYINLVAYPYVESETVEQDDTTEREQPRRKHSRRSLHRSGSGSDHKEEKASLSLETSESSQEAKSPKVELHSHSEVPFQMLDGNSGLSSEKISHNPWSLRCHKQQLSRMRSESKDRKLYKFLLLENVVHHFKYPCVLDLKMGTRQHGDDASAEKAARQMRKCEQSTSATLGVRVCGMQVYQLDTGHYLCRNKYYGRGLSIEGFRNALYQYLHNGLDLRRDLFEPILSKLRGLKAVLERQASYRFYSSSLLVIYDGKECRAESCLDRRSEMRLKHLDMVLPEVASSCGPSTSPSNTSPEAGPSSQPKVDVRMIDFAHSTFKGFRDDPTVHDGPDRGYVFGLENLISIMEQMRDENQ
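ADP-Glo luminescence measures ADP made by human IP6K1 during a 2 h RT reaction with ATP/IP6 (mix at 1.3 mM/130 uM); top library doses 57.5 and 19.1 uM final.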
NIH3T3 tox – Cytotoxic Profiling in NIH 3T3 Cell Line of Diverse Libraries Using Quantitative High-Throughput Screening; actives 4.3% (n = 94,000); AID 1345082, 2018; NIH 3T3 viability, CellTiter-Glo ATP luminescence, 48-72 h; Potency, µM (series often up to 96.7 µM), inactives show top-dose activity change, negative = cytotoxicity, usual class: inhibitors; also: potency is read from the fitted curve at half-maximal effect; nearly all actives have a fitted effect of over 55% in size
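Cytotoxicity is measured as loss of cellular ATP: NIH 3T3 cells (400/well) are exposed to compound for 48 or 72 hr at 37 °C, then CellTiter-Glo luminescence is imaged after 10 min at room temperature.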
HEK293 tox – Cytotoxic Profiling in HEK 293 Cell Line of Diverse Libraries Using Quantitative High-Throughput Screening. HEK 293 viability, ATP luminescence (CellTiter-Glo), 48-72 h. Potency, µM (series often up to 115 µM), for the others: top-dose activity change, negative = cytotoxicity, actives largely listed as inhibitors. actives 6.6% (n = 94,000). AID 1345083, 2018; also: potency is read from the fitted curve at half-maximal effect; nearly all actives have a fitted effect of over 60% in size
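Viability of HEK 293 cells, plated at 250 cells/well, was judged by cellular ATP after compound treatment for 48 or 72 hr. Luminescence was imaged 10 min after CellTiter-Glo addition at room temperature.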
SNCA viab count – GF-AFC viability counterscreen for inhibitors of alpha-synuclein gene (SNCA) expression; Potency, µM (series often up to 57.1 µM), inactives show at the top dose activity change, negative = cytotoxicity, most hits filed as cytotoxic; actives 0.12% (n = 150,000); AID 1671193, 2021; HEK-293-SNCA-luc viability, GF-AFC fluorescence, 24 h;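 also: potency is read from the fitted curve at half-maximal effect; 0% = DMSO-treated cells and -100% = medium-only wells without cells; nearly all actives have a fitted effect of over 30% in size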
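HEK-293-SNCA-luc cells (1500/well) plated 24 h, then exposed 24 h to a dilution series; GF-AFC added 30 min at 37C, fluorescence 405/540 nm; normalised to medium-only and DMSO wells, Hill fit.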
SNCA expr inh – Primary qHTS assay for inhibitors of alpha-synuclein gene (SNCA) expression; HEK-293 SNCA-luciferase knock-in, luminescence, 24 h; Potency, µM (series often up to 57.2 µM), for the others: at the top dose activity change, negative = inhibition, actives largely listed as inhibitors; actives 0.17% (n = 140,000); AID 1671194, 2021;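 also: potency is read from the fitted curve at half-maximal effect; plate controls were DMSO cells for no effect and cell-free wells for full effect; nearly all actives have a fitted effect of over 45% in size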
Active calls of the source: *; i = inactive; ? = inconclusive; . = no result given; [ ] = dose if it differs, or a comment. Unless noted, calls follow the shape of the dose curve; as a rule, active = well fitted curve in the direction sought with a large enough effect; inconclusive = small, poorly fitted or top-dose-only effect, or another doubt; inactive = no such curve, though single readings can be large; an effect the other way counts as inactive or inconclusive. Unless noted, % is scaled to controls: 0 for no effect and ±100 for the full control effect. Not all compounds are listed; rates above refer to the full screens.

SMILES	GPT2 inhibitor	FLuc inh	IP6K1 inhibitor	NIH3T3 tox	HEK293 tox	SNCA viab count	SNCA expr inh
Cc1ccc(C)c(NC(=O)Cn2c(-c3nonc3N)nc3ccccc32)c1	.	.	10	.	.	-4%	6%
O=C(CN1CCN(Cc2cccc(Cl)c2)C1=O)NCc1ccc(F)cc1	.	.	-13	.	.	6%	0%
CCc1nc(-c2c3n(c(=O)n(CC(=O)Nc4ccc(Cl)cc4)c2=O)CCCCC3)no1	i	-6%	6	-28%	6%	-12%	4%
Cc1c(C(=O)Nc2ccccc2)sc2nc(-c3cc4ccccc4oc3=O)[nH]c(=O)c12	.	.	-7	.	.	-4%	-5%
COCCOc1ccc(C(=O)N[C@@H]2CN(C(=O)Nc3ccccc3C(=O)OC)CCC[C@H]2O)cc1	?	2%	-10	2%	-3%	-5%	5%
O=C(NCc1cccc(Cl)c1)c1cc2n(n1)CC(c1ccc3c(c1)OCO3)OC2 (configuration not stated)	-7%	31%	23	?	?	8%	3%
Cc1ccc2c(c1)N(C(=O)CCC(=O)Nc1ccc(F)cc1F)CC(C)O2 (configuration not stated)	.	.	-4	.	.	-2%	-15%
CN1C[C@@H](NC(=O)c2ccc(F)cc2)C[C@H]1c1nc(-c2ccncc2)no1	i	9%[172 µM]	-7	0%[174 µM]	-1%[172 µM]	-15%[87.6 µM]	2%[87.6 µM]
Cc1ccc(C(=O)Nc2cnc3ccccn3c2=O)cc1	.	.	0	.	.	5%	139%[activator]
O=C(NCc1ccc(Cl)cc1)C(=O)Nc1ccc(Br)cc1	.	.	4	.	.	-14%	-9%
c1ccc(-n2cc(CN3CCCC(OCc4cccnc4)C3)nn2)cc1 (configuration not stated)	i	5%	1	-10%	-12%	-8%	-20%
CN(Cc1ccccc1)C(=O)C1COC2(CCN(C(=O)CC(C)(C)C)CC2)N1C(=O)c1ccccc1 (configuration not stated)	3%	-5%	7	-27%	?	-2%	-8%
Cc1c(NC(=O)c2ccc(Cl)cc2)cc(C(C)C)c(O)c1S(=O)(=O)c1ccccc1	.	.	20	.	.	-3%	53%[activator]
COc1ccc(CNC(=O)N2CCC3(CC2)CC(OCC2CC2)CCO3)cc1 (configuration not stated)	i	0%	8	-5%	-3%	-7%[12.5 µM]	6%
CN1c2cccnc2CN(Cc2ccco2)CC[C@H]1CO	-3%[88.5 µM]	7%[230 µM]	-11	-4%[174 µM]	i	2%[87.6 µM]	?
COc1ccccc1-c1cnc(Nc2cccnc2OC)c2c1CCO2	1%[88.5 µM]	?	26	?	28µM*	-14%[87.6 µM]	10%[87.6 µM]
CCNC(=O)c1ccc(CSc2nc3cccnc3n2Cc2ccc(OC)cc2)cc1	.	.	-9	.	.	4%	37%[activator]
COc1ccccc1CNC(=O)CSc1cc(=O)n(C)c2ccccc12	.	.	14	.	.	5%	0%
Cc1cc(=O)n(CC(=O)N2C[C@@H](C(=O)O)[C@H](C3CC3)C2)nc1C	i	-5%	0	i	2%	9%	-9%
COCCN1C(=O)c2ccccc2C(C(=O)Nc2nnc(COC)s2)C12CCCCC2 (configuration not stated)	-3%	0%	8	?	-9%	-4%	-3%
COc1ccccc1Cn1c(=O)c(C(=O)NCc2ccc3c(c2)OCO3)nc2cccnc21	-20%	.	17	?	?	-14%	2%
O=C(NCc1ccccn1)C1CCN(c2nccc(-c3cccnc3)n2)CC1	?	-9%	8	?	i	-1%	51%[activator]
O=C(Cn1ncc2c3ccccc3n(Cc3ccc(F)cc3)c2c1=O)NCc1ccccn1	.	.	3	.	.	6%	-16%
Cc1cnc2c(C(=O)NCc3cccnc3Oc3ccccc3)cnn2c1	-14%	?	4	-4%	i	-10%	125%[activator]
COC(=O)C1CCN([C@H]2[C@@H]3OC[C@@H](O3)[C@@H](NC(=O)Nc3cccc(OC)c3)[C@@H]2O)CC1	-6%	12%	0	i	i	6%	6%
CN1CC(=O)N(c2ccccc2)Cc2c1ncnc2N1CCCC1CO (configuration not stated)	i	7%	-7	-10%	-4%	17%	48%[activator]
O=C(NCc1ccccn1)C1CCN(C(=O)c2ccc(-c3cccs3)cc2)CC1	.	.	4	?	-24%	.	.
COCC1CN(C2CCC2)CC12CCN(C(=O)c1ccc(OC)cc1C)CC2 (configuration not stated)	i	-12%	1	-18%	?	10%	12%
Cc1cccc(N2CCN(C(=O)CCn3c(=O)c4cccn4c4cccnc43)CC2C)c1 (configuration not stated)	.	.	-3	.	.	-5%	-1%
CCc1ccccc1NC(=O)CCc1c(C)nc2cc(-c3ccccc3)nn2c1C	.	.	1	.	.	-6%	-21%

Part of the list above in order of length of the SMILES, low to high:
SMILES	GPT2 inhibitor	FLuc inh	IP6K1 inhibitor	NIH3T3 tox	HEK293 tox	SNCA viab count	SNCA expr inh
O=C(NCc1ccccn1)C1CCN(c2nccc(-c3cccnc3)n2)CC1	?	-9%	8	?	i	-1%	51%[activator]
O=C(Cn1ncc2c3ccccc3n(Cc3ccc(F)cc3)c2c1=O)NCc1ccccn1	.	.	3	.	.	6%	-16%
Cc1cccc(N2CCN(C(=O)CCn3c(=O)c4cccn4c4cccnc43)CC2C)c1 (configuration not stated)	.	.	-3	.	.	-5%	-1%

The listing continues.
SMILES	GPT2 inhibitor	FLuc inh	IP6K1 inhibitor	NIH3T3 tox	HEK293 tox	SNCA viab count	SNCA expr inh
Cc1ccc(OCc2nc(C3CN(C(=O)c4cc(C)n(C)n4)C3)no2)cc1	i	-17%	0	?	?	?	14%
Cc1c(C(C)NC(=O)Cc2c[nH]c3ccccc23)cnn1-c1ccccn1 (configuration not stated)	2%	-4%	-3	-23%	?	-2%	-15%
COc1ccc(Cl)cc1NC(=O)CN1C(=O)C(C)(C)c2cc(S(=O)(=O)N3CCCCC3)ccc21	.	.	7	.	.	2%	25%
O=C(N[C@H]1CCN2C(=O)c3cc(-c4ccc(Cl)cc4)ccc3NC(=O)[C@H]12)c1cnccn1	?	-7%	-2	?	79µM*	-5%	-19%
COc1ccc(NC(=O)Nc2cc(C(=O)NCc3ccc(C)cc3)ccc2N2CCCC2)cc1	.	.	2	.	.	7%	21%
CCN1C(=O)CCN(C(=O)c2cnn(C)c2)CC12CCOCC2	i	8%	3	0%	i	6%	-7%
COc1ccccc1C(=O)N1CCC2(CCCCO2)CC1	2%	-7%	8	-14%	-16%	2%	-6%
CCN1CCN(CCCNC(=O)Cn2nc(C)n3c(cc4c(OC)cccc43)c2=O)CC1	.	.	-22	.	.	2%	39%[activator]
O=C(CN1CCCC1=O)N1CCC(C2CCNC2)CC1 (configuration not stated)	-8%	-3%	-2	4%	i	15%[12.5 µM]	-7%
CNC(=O)C1CCN(C(=O)c2ccc(-c3cccs3)cc2)CC1	.	.	-6	?	?	.	.

Compound profiles, as listed above. Order of values: GPT2 inhibitor	FLuc inh	IP6K1 inhibitor	NIH3T3 tox	HEK293 tox	SNCA viab count	SNCA expr inh
`CNC(=O)C1CCN(C(=O)c2ccc(-c3cccs3)cc2)CC1` in the list: .	.	-6	?	?	.	.
`Cc1c(C(C)NC(=O)Cc2c[nH]c3ccccc23)cnn1-c1ccccn1` (configuration not stated) in the list: 2%	-4%	-3	-23%	?	-2%	-15%
`O=C(CN1CCCC1=O)N1CCC(C2CCNC2)CC1` (configuration not stated) in the list: -8%	-3%	-2	4%	i	15%[12.5 µM]	-7%

Following part.
SMILES	GPT2 inhibitor	FLuc inh	IP6K1 inhibitor	NIH3T3 tox	HEK293 tox	SNCA viab count	SNCA expr inh
OCCC1CN(Cc2cccn2-c2nccs2)CCN1Cc1ccc(F)c(F)c1 (configuration not stated)	?	5%	5	-24%	?	-6%	-2%
CCCCn1c(=O)c(C(=O)N2CCN(C(=O)C3CCCC3)CC2)nc2cccnc21	1%	.	0	1%	-1%	2%	5%
COCC(=O)Nc1ccc(Cl)c(NC(=O)NC(C)Cn2cncn2)c1 (configuration not stated)	1%	4%	20	i	2%	-8%	21%
Cn1ncc2c(C(=O)NCc3ccc(Cl)cc3)cc(-c3cccc(F)c3)nc21	.	.	15	32µM*	40µM*	.	.
COc1ccc2[nH]cc(CCNC(=O)CCC3CCN(C(=O)c4ccccc4)CC3)c2c1	0%	?	20	-15%	?	3%	79%[activator]
CN1C(=O)c2cccn2CC1CNC(=O)c1cccs1 (configuration not stated)	3%	-6%	29	-9%	-12%	4%	-8%
COc1ccccc1C(=O)N1CCn2c(nnc2-c2ccc(NC(C)=O)cc2)C1	.	.	-3	-15%	?	.	.
O=C(CSc1nccn1C1CCCC1)Nc1cc(C(F)(F)F)ccc1Cl	.	.	38	.	.	3%	12%
Cc1ccc(NC(=O)Nc2cccc(-c3ccc(N4CCOCC4)nn3)c2)cc1	i	0.63µM*	1	-13%	?	-13%	7%
COc1ccc2oc(=O)c(-c3csc(/C(C#N)=C/c4ccc(F)cc4)n3)cc2c1	.	.	52	.	.	11%	17%
Cc1cccc(N(C)S(=O)(=O)c2nnc(NC(=O)C(C)(C)C)s2)c1	.	.	10	.	.	13%	-8%
Cc1c(Cl)cccc1-n1ncc(C(=O)NCc2cccs2)c1C1CCN(C(=O)OC(C)(C)C)CC1	.	.	-15	.	.	-6%	-10%
CCCCNC(=O)c1cccc(CN2C(=O)CC(c3ccccc3C)C(C(=O)OCC)=C2C)c1 (configuration not stated)	-2%	-5%	-1	?	?	-8%	-27%
CN1CC(=O)N(C2CCCNCC2)Cc2c(NC3CCCC3)ncnc21 (configuration not stated)	2%	.	4	-15%	-8%	3%	12%
CCN1CCN(c2nccc(Cl)n2)C(=O)C1	-5%[88.5 µM]	-8%[172 µM]	26	-10%[138 µM]	-1%[172 µM]	?	-1%[87.6 µM]
CC(=O)N1C[C@@H]2CCCN3CCC[C@@H]([C@H]23)[C@H]1CCCC(=O)NC(C)C	-5%	3%	-8	i	1%	13%	-4%
CC1=CC(=O)OC(C)(CC(C)(O)C(=O)O)C1 (configuration not stated)	2%	.	-3	.	.	-13%	.
O=C1CCC2(CCN(C(=O)c3ccoc3)CC2)CN1CC1CCCO1 (configuration not stated)	-16%	0%	9	-22%	1%	-2%	10%
CCc1nnc(NC(=O)CSc2nc3c([nH]c4ccccc43)c(=O)n2-c2ccc(Cl)cc2)s1	.	.	-8	.	.	7%	-5%
CCn1ccnc1CN(C)c1ccc(-c2nc(C3CC3)no2)cn1	i	-2%	17	-6%	?	11%	11%
COc1ccccc1-c1ncc2c(n1)OCCN(c1cccc(C(F)(F)F)c1)C2=O	?	-29%[172 µM]	-10	?	?	?	23%[87.6 µM]

Source: PubChem (National Center for Advancing Translational Sciences (NCATS))
